Screening data: PubChem BioAssay, National Center for Advancing Translational Sciences (NCATS)
IL-2 act: activators of IL-2. activation, % (series mostly up to about 46 µM). IL-2 activation reporter assay, cell-based qHTS; stimulated with anti-CD3/CD4/CD28 beads; in transgenic mouse T cells. actives 0.065% (n = 360,000); in the data active = activation above about 50%; inconclusive = mostly about 30% to 49%; note: 0% is about no effect
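Screening format: compound pinned onto unstimulated transgenic mouse T cells, 60 min incubation, then anti-CD3/anti-CD4/anti-CD28 bead stimulation for 18 hours at 37 degrees C, followed by EGFP and DsRed detection.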
EPAC1 antagonist: antagonists of human EPAC1. O95398. EPAC1 GEF assay, Rap1b-BODIPY-GDP exchange fluorescence. Potency, µM (titrated, usually from 115 µM), for the others: at the highest dose activity change, negative = inhibition, most hits filed as inhibitors. actives 0.14% (n = 360,000). AID 720709;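 note: potency is the fitted concentration of half-maximal effect; plate controls were vehicle for no effect and positive control for full effect; nearly all actives have a fitted effect of over 50% in size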
Target sequence (O95398 whole entry, looked up): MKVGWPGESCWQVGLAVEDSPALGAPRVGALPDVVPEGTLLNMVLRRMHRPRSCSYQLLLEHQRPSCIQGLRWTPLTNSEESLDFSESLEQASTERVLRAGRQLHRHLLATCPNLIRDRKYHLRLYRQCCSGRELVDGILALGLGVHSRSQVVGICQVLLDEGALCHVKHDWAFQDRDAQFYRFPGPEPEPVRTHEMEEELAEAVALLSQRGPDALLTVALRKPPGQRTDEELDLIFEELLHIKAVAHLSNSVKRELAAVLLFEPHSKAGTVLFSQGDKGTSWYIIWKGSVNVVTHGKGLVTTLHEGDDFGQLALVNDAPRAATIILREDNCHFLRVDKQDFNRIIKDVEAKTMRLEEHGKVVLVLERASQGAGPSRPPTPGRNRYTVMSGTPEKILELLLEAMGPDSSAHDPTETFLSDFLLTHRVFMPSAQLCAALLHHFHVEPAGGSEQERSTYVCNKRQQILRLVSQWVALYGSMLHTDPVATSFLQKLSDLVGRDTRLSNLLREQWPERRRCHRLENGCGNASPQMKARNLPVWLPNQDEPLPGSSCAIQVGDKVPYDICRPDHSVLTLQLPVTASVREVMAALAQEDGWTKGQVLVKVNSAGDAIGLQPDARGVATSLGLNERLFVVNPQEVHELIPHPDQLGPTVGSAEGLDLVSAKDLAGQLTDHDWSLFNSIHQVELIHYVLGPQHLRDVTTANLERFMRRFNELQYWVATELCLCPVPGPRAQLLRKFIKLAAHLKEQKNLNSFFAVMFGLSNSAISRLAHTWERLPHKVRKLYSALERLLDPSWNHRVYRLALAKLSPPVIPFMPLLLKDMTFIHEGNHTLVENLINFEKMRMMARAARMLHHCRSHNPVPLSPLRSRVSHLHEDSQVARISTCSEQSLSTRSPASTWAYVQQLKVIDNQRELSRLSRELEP
PI5P4K alpha inh: blocks human PI5P4K alpha kinase activity; P48426; PI5P4Kalpha enzyme, ADP-Glo luminescence, 60 min; hits give low values; max response, %; actives 1.2% (n = 330,000); active = max response of -50% or lower; inconclusive = between -30% and -50%; inactive = -30% or higher; note: value at the top dose of about 77 µM; % is set by controls: 0 for no effect and ±100 for the full control effect
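Single end-point luminescence (ADP-Glo) quantified ADP from PI5P4Kalpha turnover; ATP 5 microM final, 1 h at RT, 0.1% CHAPS and 0.28 mM EGTA in HEPES pH 7.4.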
Abeta yeast res: restores growth of yeast expressing A-beta42 peptide | yeast expressing A-beta42, growth rescue, OD600, 48 h; response scale: 0% DMSO, 100% iron-clioquinol control | actives 0.063% (n = 410,000) | Potency, µM (highest dose often 46.1 µM), inactives show at the highest dose growth rescue, most hits filed as activators; note: potency is the fitted concentration of half-maximal effect; nearly all actives have a fitted effect of over 55% in size
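Yeast A-beta toxicity model in growth medium with pinned compounds, 48 h at 30 C; growth read as absorbance at 600 nm. Normalized to FeCl3/clioquinol equimolar mix (positive) and DMSO (negative).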
PLK1 PBD block: inhibitors of human PLK1 polo-box domain binding; Potency, µM, without a hit: max response, negative = inhibition, usual class: inhibitors; actives 2.8% (n = 360,000); Plk1 PBD binding of FITC phosphopeptide, fluorescence polarization; note: potency is the fitted concentration of half-maximal effect; series mostly up to about 57 µM; % is set by controls: 0 for no effect and ±100 for the full control effect; nearly all actives have a fitted effect of over 65% in size
EPAC1 agonist: EPAC1 (human) agonism | O95398 | Potency, µM (top dose mostly 154 µM), for inactives: at the top dose activation, hits mostly activators | EPAC1 agonist qHTS, biochemical assay; response scale: 100% = response to 6.5 mM cAMP | actives 0.073% (n = 360,000); note: potency is the fitted concentration of half-maximal effect; nearly all actives have a fitted effect of over 60% in size
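Nucleotide exchange by EPAC1 (100 nM) on Rap1B–BODIPY-GDP (250 nM) in the presence of 50 uM GDP is tracked fluorescently at 480/540 nm over 30 min. Signals are normalized to a 6.5 mM cAMP control.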
aSyn rescue: inhibitors of alpha-synuclein toxicity in yeast | Yeast expressing alpha-synuclein, growth rescue, BacTiter-Glo, 24 h | Potency, µM (highest dose often 46.1 µM), for inactives: at the top dose growth rescue (activation), hits mostly activators | actives 0.14% (n = 370,000) | AID 652106; note: potency is the fitted concentration of half-maximal effect; % of control where 0% means no effect; nearly all actives have a fitted effect of over 65% in size
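Galactose-induced alpha-syn yeast (OD600=0.02, raffinose-pregrown) + pinned cpd, 24 hr, 30 deg C; growth by BacTiter-Glo luminescence. Growth restoration scores as activation.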
FUS yeast rescue: suppressors of FUS proteinopathy in yeast; S. cerevisiae FUS-expressing, growth rescue, OD600, 24 h; Potency, µM (series often up to 76.6 µM), without a hit: at the top dose growth rescue (activation), most hits filed as activators; actives 0.24% (n = 390,000); AID 1347120;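 note: potency is the fitted concentration of half-maximal effect; plate controls were DMSO vehicle for no effect and reference control for full effect; nearly all actives have a fitted effect of over 55% in size; some results filed as inactive show a strong effect at the top dose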
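Compound concentration series was pinned onto galactose-induced FUS-expressing yeast seeded at OD 0.005. Plates sat 24hr at 30C; absorbance at 600 nm gave growth. DMSO served as background control.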
WRN helicase inh: inhibitors of human WRN helicase | AID 651768 | Q14191 | WRN helicase unwinding, fluorescent forked duplex, kinetic | actives 0.46% (n = 360,000) | Potency, µM (top dose mostly 114 µM), without a hit: at the top dose activity change, negative = inhibition, hits mostly inhibitors; note: potency is the fitted concentration of half-maximal effect; % is set by controls: 0 for no effect and ±100 for the full control effect; nearly all actives have a fitted effect of over 55% in size
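Kinetic red-fluorescence monitoring (525/598 nm) tracks WRN helicase activity after 100 nM fluorophore-quencher forked duplex and 2 mM ATP are added to 20 nM enzyme pretreated 15 min at room temperature with compound.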
* = called active by the depositor; ? = inconclusive; / = not tested or not shown; [ ] = dose if it differs, or a comment. Unless noted, calls come from the whole dose curve; as a rule, active = well fitted curve in the direction sought with a large enough effect; inconclusive = small, poorly fitted or top-dose-only effect, or another doubt; inactive = no such curve, though single readings can be large; an effect the other way counts as inactive or inconclusive.

SMILES	IL-2 act	EPAC1 antagonist	PI5P4K alpha inh	Abeta yeast res	PLK1 PBD block	EPAC1 agonist	aSyn rescue	FUS yeast rescue	WRN helicase inh
Cc1ccc2nc(-c3ccccc3)c(Cc3ccsc3)n2c1	0.2	1.3%	1.8	-13.6%	-15.9%	2.6%	-8.2%	-1.8%	-8.4%
Cc1cc(C)cc(NC(=O)c2nnn(Cc3cc(C)ccc3C)c2N)c1	-2.5	?	12.0	-10.9%	-9.2%	-0.3%	22.3%	-13.4%	-7.3%
Fc1ccc2c(c1)/C(=N/Nc1ccccn1)CCS2	-3.1	-18.0%	26.7	-16.5%	-8.3%	9.9%	-7.8%	12.2%	-5.2%
O=C(Cc1ccccc1)NCCCN1CCN(CCCNC(=O)Cc2ccccc2)CC1	-1.8	4.9%	/	5.2%	-2.1%	3.7%	-1.5%	17.2%	8.7%
COc1cccc(NC(=O)CSc2nnc(C)s2)c1	0.3	0.5%	-5.4	-8.9%	-0.9%	-4.0%	2.8%	4.1%	8.6%
Cc1cccc(C)c1NC(=O)CNC(=O)c1ccc(N2CCCC2)c([N+](=O)[O-])c1	0.1	10.2%	-1.6	3.2%	-6.0%	1.8%	-10.3%	12.4%	40.3%[activator]
NC(=S)Nc1cccc2cccnc12	-0.1	-13.9%	2.2	11.8%	-11.8%	0.0%	1.3%	-10.3%	-2.0%
CC[C@H](C)[C@@H](C(=O)N1CCNCC1)n1cc([C@@H](N)CO)nn1	1.9	6.3%	-12.4	-12.7%	-6.5%	-6.3%	-0.4%	-24.5%	-5.6%
CC(C)(C)c1ccc(OCCC(=O)OCC(=O)N2c3ccccc3NC(=O)C2(C)C)cc1	-1.1	-21.6%	-0.3	6.5%	1.6%	0.6%	11.3%	?	-11.8%
COc1ccc(Cl)cc1S(=O)(=O)N1CCN(C(=O)c2ccco2)CC1	-2.8	4.9%	5.1	0.9%[9.22 µM]	0.9%	-1.0%	-0.2%	-32.8%	-5.5%
Cc1nnn(C23CC4CC(CC(CC(=O)Nc5ccc(C)c(C)c5)(C4)C2)C3)n1	-6.1	-15.9%	-1.4	9.4%	-15.1%	4.9%	1.5%	/	-23.3%
Cc1ccccc1C(=O)N1CCC2CC1c1cc(Cl)ccc12 (configuration not stated)	-0.1	-0.7%	-8.1	-23.9%	-5.7%	-13.7%	21.9%	6.8%	2.7%
CC(C)COc1cccc(C(=O)N(CC(=O)Nc2ccccc2C(F)(F)F)Cc2ccco2)c1	-0.1	-21.3%	4.6	-8.1%	0.1%	-8.3%	0.5%	19.4%	0.5%
COc1ccc(S(=O)(=O)NCc2cc(=O)n(C)c(=O)n2C)cc1F	0.7	12.8%	-4.5	-2.6%	-9.0%	-2.6%	-6.0%	-6.9%	6.1%
CC1(C(=O)Nc2ccc3nc[nH]c3c2)CCN1C(=O)CCc1ccccc1 (configuration not stated)	-0.3	-3.2%	0.5	-6.7%	-1.5%	-11.4%	0.5%	-10.3%	0.7%
CC(C)c1cccc(C(C)C)c1NC(=O)c1ccc(-c2cc(Cl)ccc2Cl)o1	0.7	-11.1%	-1.1	-1.4%	-1.3%	1.6%	0.1%	-5.5%	-1.8%
O=S(=O)(NCc1cc(-c2ccccc2)no1)c1ccccc1Cl	-0.3	-8.1%	2.1	13.6%	-12.3%	-2.6%	6.4%	11.3%	6.9%
CCN(CC)CCNC(=O)c1ccc(NC(=O)c2ccc(-n3cncn3)c([N+](=O)[O-])c2)cc1	-0.7	-9.7%	3.4	-3.4%	-5.4%	-8.0%	8.4%	5.4%	-12.4%
CN1CCc2c(sc(/N=C/c3cccs3)c2C(N)=O)C1	0.5	27.9%	/	-14.6%	-12.0%	20.0%	-5.3%	30.7%	-15.0%
Cc1nc(NC(=O)/C=C/c2ccccc2)n[nH]1	0.5	-24.5%	-0.3	-55.5%[inhibitor]	-22.4%	-2.1%	?	10.2%	-30.5%[57.1 µM]
CN(C)C/C=C/C(O)(c1ccccc1)c1ccccc1	4.5	-9.1%	-2.1	11.7%	-4.2%	8.5%	10.1%	9.7%	-2.3%
COc1cccc2cc(C(=O)N3CCC(C)CC3)c(=O)oc12	0.1	-14.6%	-2.4	-4.8%	-24.1%	0.3%	14.4%	-19.3%	-9.4%
COc1ccc(CCN2C(=O)C3C4CCC(C4=C(C)C)C3C2=O)cc1OC (configuration not stated)	-0.1	-1.0%	12.8	-0.9%	-11.2%	-1.1%	14.3%	1.7%	-4.5%
O=C(CN1C(=O)/C(=C/c2cccc(Br)c2)SC1=S)Nc1cccnc1	1.6	10.7%	-0.2	-8.2%	-22.7%	2.4%	4.1%	5.1%	-10.9%
CCCOc1ccc(N2C(=O)CC(N(CCc3ccc(OC)cc3)C(=O)c3ccccc3)C2=O)cc1 (configuration not stated)	-0.9	-3.8%	10.1	4.3%	1.1%	2.8%	0.4%	25.7%	-26.8%
CCn1c(SCC(=O)C(C)(C)C)nnc1-c1ccccc1OC	-4.8	1.4%	7.7	4.8%[9.22 µM]	-7.4%	-0.6%	-14.2%	-14.2%	-19.9%
COc1cc(Cl)c(C)cc1NC(=O)CSc1sc2c(O)cc(=O)[nH]c2c1C#N	-2.4	-22.4%	-72.7*	-6.6%	15µM*	-11.2%	-2.1%	38.1%	-16.4%[11.6 µM]
Cc1c(O)ccc(/C=N/Nc2ncccc2[N+](=O)[O-])c1O	2.1	6.7%	-26.3	-17.4%	-6.7%	8.5%	-22.9%	2.3%	-34.0%
CC(C)c1ccc(OCC(=O)N(c2ccccn2)C2CCCCC2)cc1	1.0	-10.1%	2.7	?	1.2%	-11.5%	-19.2%	38.2%	-18.0%
CCc1nn(CCCC(=O)NCc2ccccc2C)c(=O)c2cc3occc3n12	-2.9	1.4%	-0.8	6.5%	?	-12.2%	?	2.1%	-1.7%
CC1CN(S(=O)(=O)c2cccc(-c3cn4ccccc4n3)c2)CC(C)O1 (configuration not stated)	-3.6	7.2%	/	-10.7%	-8.8%	-1.9%	-5.2%	-10.6%	-5.4%
COc1ccccc1NC(=O)C1=C(C)Nc2nc(CCCO)nn2C1c1cccnc1 (configuration not stated)	-4.0	1.2%	-1.8	-2.4%[9.22 µM]	-3.7%	1.2%	-0.1%	-46.7%	-10.7%
CN(C)C(=S)NC(=O)C12CC3(C)CC(C)(CC(C)(C3)C1)C2	-3.6	6.4%	-6.8	?	-1.4%	-2.5%	-1.4%	14.5%	9.0%
CCCc1cc(=O)[nH]c(SCC(=O)Nc2ccc(OC)c(S(=O)(=O)N3CCCCC3)c2)n1	-0.7	-9.1%	5.1	11.0%	-8.6%	1.7%	-0.1%	9.0%	-6.6%
Cc1ccc(S(C)(=O)=O)cc1C(=O)N1CC(C(N)=O)Oc2ccccc21 (configuration not stated)	1.4	10.9%	0.7	-15.1%	-1.4%	0.9%	-1.7%	10.5%	-1.5%
O=C(NN=C1CCCCC1)NC1CCCCC1	-0.1	2.9%	7.8	0.9%	1.2%	-3.9%	-4.4%	/	-28.2%
CCCNC(=O)N1C2=NC(C(=O)OC)=C(C(=O)OC)[C@@H]3N(Cc4ccccc4)c4ccccc4[C@]23C[C@H]1CO	0.0	13.6%	1.5	0.0%	-7.8%	-16.2%	-3.1%	9.8%	4.5%
COc1ccc(-n2nnnc2S(=O)(=O)CC(=O)N2CCCCC2)cc1	-3.8	-12.7%	1.4	-22.6%	11.9µM*	-14.0%	-2.5%	0.9%	-34.2%
Cc1cc(NC(=O)CSc2nnc(-c3ccc(S(=O)(=O)N4CCCC4)cc3)n2C)no1	-1.6	7.1%	/	-0.3%	-10.6%	0.5%	6.1%	-0.4%	0.0%
Cc1cc(C)c(C)c(C(=O)c2ccccc2C(=O)O)c1C	0.3	-14.2%	0.7	1.7%	-11.3%	2.5%	?	-31.5%	-0.5%
CCCc1cc(=O)oc2cc(C)cc(OCC(=O)NCCCN3CCOCC3)c12	-1.9	5.1%	-6.7	-2.5%	-3.4%	0.8%	-3.0%	20.7%	-5.4%
O=C(Nc1cc([N+](=O)[O-])ccc1O)c1ccc2c(c1)C(=O)N(Cc1ccco1)C2=O	-2.6	?	?	-10.4%	-28.5%	-15.7%	-4.4%	18.1%	?
CCOc1ccc(NC(=O)CSC2=C(C#N)C(c3ccc4c(c3)OCO4)CC(=O)N2)cc1 (configuration not stated)	-3.4	-6.6%	-3.4	-12.5%	-11.7%	17.0%	-10.1%	27.3%	6.1%
Cn1c(CNC(=O)CNS(=O)(=O)c2ccc(F)cc2F)cc(=O)n(C)c1=O	-1.9	5.2%	-1.7	-2.1%	-10.6%	9.8%	-0.3%	-5.3%	5.8%
O=C(CSc1nc2ccccc2o1)c1cc2ccccc2oc1=O	1.3	?	?	-9.2%	?	9.7%	6.2%	-52.6%[inhibitor]	-35.3%
O=C(NCC1(N2CCCCC2)CCCCC1)c1cccc(NS(=O)(=O)c2ccccc2)c1	0.3	-0.5%	-6.4	3.1%	-12.6%	7.6%	-4.2%	16.1%	-33.5%
CCOC(=O)N1CCN(S(=O)(=O)c2cccs2)CC1	-0.4	-5.7%	1.3	8.0%	-7.3%	-6.0%	6.0%	9.6%	1.7%[57.1 µM]
Cc1ccn2cc(-c3cccc(S(=O)(=O)N4CCCC4)c3)nc2c1	3.3	-10.2%	-1.2	-7.4%	-15.0%	3.9%	-0.3%	15.8%	-10.3%

3 of the entries above in order of the EPAC1 antagonist value, lowest first.
| compound | IL-2 act | EPAC1 antagonist | PI5P4K alpha inh | PLK1 PBD block | WRN helicase inh |
| --- | --- | --- | --- | --- | --- |
| CCOC(=O)N1CCN(S(=O)(=O)c2cccs2)CC1 | -0.4 | -5.7% | 1.3 | -7.3% | 1.7%[57.1 µM] |
| CN(C)C(=S)NC(=O)C12CC3(C)CC(C)(CC(C)(C3)C1)C2 | -3.6 | 6.4% | -6.8 | -1.4% | 9.0% |
| CCCNC(=O)N1C2=NC(C(=O)OC)=C(C(=O)OC)[C@@H]3N(Cc4ccccc4)c4ccccc4[C@]23C[C@H]1CO | 0.0 | 13.6% | 1.5 | -7.8% | 4.5% |
